NTR1 ag – agonists of NTR1, primary screen, imaging, U2OS cells, beta-arrestin-GFP, high content (AID 493036) | P30989 | NTR1-U2OS beta-arrestin-GFP spot imaging, agonist mode | activation, % at 20 µM | hit rate 0.17% among 330,000;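 active means activation at or above 40% of the spot to cytoplasm intensity ratio, with at least 20 cells analyzed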;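 further: 0% = DMSO without peptide and 100% = 100 nM NTR1 peptide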
Target sequence (P30989 whole entry, looked up): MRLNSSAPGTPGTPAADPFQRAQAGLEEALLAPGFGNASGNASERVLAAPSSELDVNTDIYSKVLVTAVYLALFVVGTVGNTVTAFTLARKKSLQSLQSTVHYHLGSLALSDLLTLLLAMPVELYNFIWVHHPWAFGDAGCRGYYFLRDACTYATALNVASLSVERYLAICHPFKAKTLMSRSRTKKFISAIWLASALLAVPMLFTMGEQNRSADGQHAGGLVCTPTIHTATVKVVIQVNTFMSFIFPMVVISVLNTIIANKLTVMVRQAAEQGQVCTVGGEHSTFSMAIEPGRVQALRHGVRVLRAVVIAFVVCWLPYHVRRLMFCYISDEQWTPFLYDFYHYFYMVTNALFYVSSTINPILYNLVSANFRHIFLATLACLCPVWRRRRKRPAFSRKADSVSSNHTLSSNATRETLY
NTR1 ag cell count 20 µM – second read-out of NTR1 ag, no call of its own (marks repeat the call); cell count; measured here: cell count, cytotoxicity flag
Active calls of the source: *. This is a subset (hit frequency here may not be typical).

`CN(Cc1ccccc1)S(=O)(=O)c1ccc(Cl)c(C(=O)NCc2ccncc2)c1` gave NTR1 ag -1.5 and NTR1 ag cell count 20 µM 65.
`CCOc1ccc(CCNC(=O)COC(=O)COc2ccc(C(=O)CC)cc2)cc1OCC` gave NTR1 ag 0.6 and NTR1 ag cell count 20 µM 60.
For N#CCC(=O)Nc1ccc(C(=O)OCC(=O)NNC(=O)c2ccc(Cl)cc2)cc1 the results were NTR1 ag 0.7 and NTR1 ag cell count 20 µM 71.
`O=C(CCOc1ccccc1)NNC(=O)c1ccccc1` gave NTR1 ag 1.4 and NTR1 ag cell count 20 µM 64.
`CCc1cc(C(=O)N(CCCOC)c2c(N)n(Cc3ccccc3)c(=O)[nH]c2=O)sc1C` gave NTR1 ag 2.0 and NTR1 ag cell count 20 µM 64.
Screening Cc1ccc(S(=O)(=O)Nc2ccc(C(=O)NCCCn3ccnc3)cc2)cc1[N+](=O)[O-] returned NTR1 ag -0.8 and NTR1 ag cell count 20 µM 47.
For CCN(Cc1nc2cc(Cl)ccc2c(=O)[nH]1)C(=O)c1nn(C)c(=O)c2ccccc12 the results were NTR1 ag 1.6 and NTR1 ag cell count 20 µM 58.
For COC(=O)[C@]1(Cc2ccccc2)N[C@H](CN(C)C(=O)Nc2ccc(F)cc2)[C@@H]2C(=O)N(Cc3ccccc3)C(=O)[C@@H]21 the results were NTR1 ag 3.3 and NTR1 ag cell count 20 µM 53.
`Cc1onc(-c2ccccc2)c1-c1nnc(COC(=O)c2ccc(O)cc2)o1` gave NTR1 ag 6.8 and NTR1 ag cell count 20 µM 53.
Screening CC[C@@]1(C(=O)OC)N[C@H](CN(C)S(=O)(=O)c2ccccc2)[C@@H]2C(=O)N(Cc3ccccc3)C(=O)[C@@H]21 returned NTR1 ag -1.0 and NTR1 ag cell count 20 µM 41.
For CN(C(=O)c1ccc(Br)cc1)C1CCS(=O)(=O)C1 (stereo unspecified) the results were NTR1 ag -0.5 and NTR1 ag cell count 20 µM 80.
Screening COc1ccc2sc(-c3ccc(S(C)(=O)=O)cc3)c(-c3ccc(C(N)=O)cc3)c2c1 returned NTR1 ag 14.2 and NTR1 ag cell count 20 µM 88.
CCC1(c2ccccc2)NC(=O)N(CC(=O)Nc2cccc(S(=O)(=O)N3CCCC3)c2)C1=O (stereo unspecified) was read as NTR1 ag 1.0 and NTR1 ag cell count 20 µM 47.
For CCCCN1C(=O)C(=O)N(CC(=O)Nc2sc(C)c(C)c2C(=O)OC)C1=O the results were NTR1 ag 1.0 and NTR1 ag cell count 20 µM 66.
For COc1cc(OC)cc(-c2c(-c3ccc(F)cc3)c3cc(-c4cnc(OC)nc4)ccc3n2C)c1 the results were NTR1 ag 0.6 and NTR1 ag cell count 20 µM 47.
Screening CCC(c1nnc(SCC(=O)NNC(=O)c2ccccc2)n1Cc1ccccc1)N(C)C (stereo unspecified) returned NTR1 ag 0.6 and NTR1 ag cell count 20 µM 48.
For COc1ccc(NS(=O)(=O)c2cccc(C(=O)NN=C(C)c3ccco3)c2)cc1 the results were NTR1 ag -2.4 and NTR1 ag cell count 20 µM 59.
Screening CCOCCn1c(C)c(C(=O)OCC)c2cc(O)c3ccccc3c21 returned NTR1 ag 4.4 and NTR1 ag cell count 20 µM 64.
Cc1cc(C)cc(-c2nnc(SCC(=O)c3c(N)n(C4CC4)c(=O)[nH]c3=O)o2)c1 was read as NTR1 ag 2.8 and NTR1 ag cell count 20 µM 69.
`CC(=NNC(=O)c1ccc(NS(=O)(=O)c2ccc(Br)cc2)cc1)c1cccnc1` gave NTR1 ag -0.2 and NTR1 ag cell count 20 µM 52.
For Cc1ccc(S(=O)(=O)N2CCN(CC(O)CN3CCOCC3)CC2)cc1 (stereo unspecified) the results were NTR1 ag -0.8 and NTR1 ag cell count 20 µM 62.
For O=C(NCC1COc2ccccc2O1)c1ccc(-n2cncn2)c([N+](=O)[O-])c1 (stereo unspecified) the results were NTR1 ag 0.5 and NTR1 ag cell count 20 µM 55.
`Cc1onc(-c2ccccc2Cl)c1C(=O)OCC(=O)N1CCC(C)CC1` gave NTR1 ag 3.3 and NTR1 ag cell count 20 µM 53.
For CCN(C1CCS(=O)(=O)C1)S(=O)(=O)c1ccc(OC)c(OC)c1 (stereo unspecified) the results were NTR1 ag 0.1 and NTR1 ag cell count 20 µM 57.
For COc1ccc(C(=O)NCC(=O)OCC(=O)NC(=O)c2ccc(C(C)(C)C)cc2)cc1OC the results were NTR1 ag 2.2 and NTR1 ag cell count 20 µM 50.
For COc1ccc(S(=O)(=O)c2ccccc2)cc1NS(=O)(=O)c1cccc(C(=O)O)c1 the results were NTR1 ag -0.6 and NTR1 ag cell count 20 µM 52.
CCOC(=O)[C@H]1[C@H]2COc3ccc(Cl)cc3[C@@H]2N2C(=O)c3cc(C)ccc3NC(=O)[C@@]12C was read as NTR1 ag -0.7 and NTR1 ag cell count 20 µM 86.
CCOc1ccc(NC(=O)CN(C)C(=O)CN2C(=O)C3CC=CCC3C2=O)cc1OCC (stereo unspecified) was read as NTR1 ag 0.0 and NTR1 ag cell count 20 µM 52.
Screening COc1ccc(N(Cc2ccccc2)S(=O)(=O)c2cccc(C(=O)Nc3ncccc3C)c2)cc1 returned NTR1 ag 4.0 and NTR1 ag cell count 20 µM 62.
`CSc1ncccc1C(=O)Nc1cccc(S(=O)(=O)N(C)c2ccccc2)c1` gave NTR1 ag 4.5 and NTR1 ag cell count 20 µM 66.
Screening CNC[C@@H]1Oc2c(NC(=O)Nc3ccc(F)cc3)cccc2C(=O)N([C@H](C)CO)C[C@@H]1C returned NTR1 ag -0.8 and NTR1 ag cell count 20 µM 43.
`COc1cccc2sc3cc(C#Cc4ccccn4)ccc3c(=O)c12` gave NTR1 ag 2.6 and NTR1 ag cell count 20 µM 46.
CCNc1nc(NCC)n2c(SCC(=O)Nc3ccc(OC)c(OC)c3)nnc2n1 was read as NTR1 ag -0.1 and NTR1 ag cell count 20 µM 70.
`COc1cc(OC)cc(OC(=O)c2cccc(S(=O)(=O)N3CCN(C)CC3)c2)c1` gave NTR1 ag 2.3 and NTR1 ag cell count 20 µM 69.
Screening CCOC(=O)N1CCN(C(=O)CSc2nc(=O)n3cccc(C)c3n2)CC1 returned NTR1 ag 1.7 and NTR1 ag cell count 20 µM 59.
For COc1ccc(CN2CC(=O)N3[C@H]4c5ccccc5OC[C@@H]4[C@H](c4ccccc4)[C@]3(C)C2=O)cc1 the results were NTR1 ag 3.6 and NTR1 ag cell count 20 µM 61.

The last 2 entries of the part before lead into the next:
Screening CCOC(=O)N1CCN(C(=O)CSc2nc(=O)n3cccc(C)c3n2)CC1 returned NTR1 ag 1.7 and NTR1 ag cell count 20 µM 59.
For COc1ccc(CN2CC(=O)N3[C@H]4c5ccccc5OC[C@@H]4[C@H](c4ccccc4)[C@]3(C)C2=O)cc1 the results were NTR1 ag 3.6 and NTR1 ag cell count 20 µM 61.
Screening Cc1cc(C)c(NC(=O)COC(=O)c2c(C)noc2C)c(Cl)c1 returned NTR1 ag -0.7 and NTR1 ag cell count 20 µM 53.
For CCc1ccc(-c2nc(SCC(=O)NC3CCS(=O)(=O)C3)n[nH]2)cc1 (stereo unspecified) the results were NTR1 ag 0.4 and NTR1 ag cell count 20 µM 42.
COc1ccc(C(=O)OCC(=O)c2cc(C)n(CC3CCCO3)c2C)cc1[N+](=O)[O-] (stereo unspecified) was read as NTR1 ag 3.4 and NTR1 ag cell count 20 µM 92.
Screening Cc1cc(C(=O)CCC(=O)N2CCN(c3ccccc3O)CC2)c(C)s1 returned NTR1 ag 1.0 and NTR1 ag cell count 20 µM 66.
COc1ccc(CC(=O)NCCCCc2ccccc2)cc1OC was read as NTR1 ag -0.4 and NTR1 ag cell count 20 µM 48.
For COc1ccccc1N(C)S(=O)(=O)c1ccc(C(=O)Nc2nc(C)c(C(C)=O)s2)cc1 the results were NTR1 ag -0.5 and NTR1 ag cell count 20 µM 56.
`COc1cc(/C=C/C(=O)OCC(=O)N2CCN(S(=O)(=O)c3ccc(C)cc3C)CC2)cc(Cl)c1OC` gave NTR1 ag 0.8 and NTR1 ag cell count 20 µM 67.
Screening Cc1cccc2sc(N(CCN(C)C)C(=O)C3CCN(S(=O)(=O)c4cccs4)CC3)nc12 returned NTR1 ag 14.1 and NTR1 ag cell count 20 µM 82.
Screening COCCn1c(SCC(=O)NNC(=O)c2ccccc2)nc2ccccc21 returned NTR1 ag -1.3 and NTR1 ag cell count 20 µM 53.
CCCCNc1c(-c2ccc(OC)c(SC(C)CC)c2)nc2cc(C)ccn12 (stereo unspecified) was read as NTR1 ag 5.5 and NTR1 ag cell count 20 µM 54.
For Cc1ccc(NC(=O)COC(=O)c2nn(-c3ccc(Cl)cc3)cc2O)cc1 the results were NTR1 ag 2.3 and NTR1 ag cell count 20 µM 55.
CN(CC(=O)Nc1ccccc1Br)C(=O)c1cc([N+](=O)[O-])ccc1N1CCOCC1 was read as NTR1 ag -0.8 and NTR1 ag cell count 20 µM 64.
For CCN(CC(=O)NC1CCS(=O)(=O)C1)S(=O)(=O)c1cc(Br)ccc1Br (stereo unspecified) the results were NTR1 ag -0.5 and NTR1 ag cell count 20 µM 45.
For Cc1sc2ncn(CC(=O)N(C)C3CCCCC3)c(=O)c2c1C the results were NTR1 ag 1.5 and NTR1 ag cell count 20 µM 60.
For Cc1ccccc1NC(=O)Cc1nc(COC(=O)COc2cccc(C)c2C)cs1 the results were NTR1 ag 0.4 and NTR1 ag cell count 20 µM 65.
`C#CCOCCOCCOCCNc1nc(N2CCN(C(=O)Cn3cc(CCCCN)nn3)CC2)nc(N2CCN(C(=O)[C@H](CCCCN)n3cc(CCC(=O)O)nn3)CC2)n1` gave NTR1 ag 0.2 and NTR1 ag cell count 20 µM 86.
`O=C(NCc1ccccc1F)c1ccc(S(=O)(=O)N2CCCCCC2)cc1` gave NTR1 ag -0.8 and NTR1 ag cell count 20 µM 92.
For CN(CC(=O)Nc1cccc(S(=O)(=O)NC2=NCCC2)c1)Cc1ccccc1Cl the results were NTR1 ag 0.9 and NTR1 ag cell count 20 µM 57.
Screening C[C@H](CO)N1C[C@H](C)[C@@H](CN(C)S(=O)(=O)c2cccs2)Oc2ccc(NS(=O)(=O)c3ccccc3)cc2CC1=O returned NTR1 ag 4.4 and NTR1 ag cell count 20 µM 57.
For CCc1cccc(NC(=O)CCCN2C(=O)NC(C)(C)C2=O)c1 the results were NTR1 ag -1.9 and NTR1 ag cell count 20 µM 97.
`CCc1cc(Cn2nc(-c3ccccc3)cc2C(=O)NCC2CC2)on1` gave NTR1 ag -1.2 and NTR1 ag cell count 20 µM 81.
Screening CC(=O)Nc1ccc(NC(=O)C(C)OC(=O)CNC(=O)c2ccc(-c3ccccc3)cc2)cc1 (stereo unspecified) returned NTR1 ag 0.0 and NTR1 ag cell count 20 µM 63.
`O=C(c1ccc2nccnc2c1)N1CCN(c2cccc(C(F)(F)F)c2)CC1` gave NTR1 ag -0.9 and NTR1 ag cell count 20 µM 74.
Screening CCc1cccc(NC(=O)[C@@H]2CCCN2C2=NS(=O)(=O)c3ccccc32)c1 returned NTR1 ag -1.1 and NTR1 ag cell count 20 µM 50.

Pulled by compound from the entries so far, three records:
Screening C[C@H](CO)N1C[C@H](C)[C@@H](CN(C)S(=O)(=O)c2cccs2)Oc2ccc(NS(=O)(=O)c3ccccc3)cc2CC1=O returned NTR1 ag 4.4 and NTR1 ag cell count 20 µM 57.
For Cc1sc2ncn(CC(=O)N(C)C3CCCCC3)c(=O)c2c1C the results were NTR1 ag 1.5 and NTR1 ag cell count 20 µM 60.
For CN(CC(=O)Nc1cccc(S(=O)(=O)NC2=NCCC2)c1)Cc1ccccc1Cl the results were NTR1 ag 0.9 and NTR1 ag cell count 20 µM 57.

More compounds.
Screening CC(=O)Nc1ccc(C2=CC(=O)CC(C)(C)C2)cc1 returned NTR1 ag 0.0 and NTR1 ag cell count 20 µM 50.
`O=C(Cn1c(=O)cnc2ccccc21)Nc1cccc(S(=O)(=O)N2CCOCC2)c1` gave NTR1 ag -2.7 and NTR1 ag cell count 20 µM 57.
C=CCc1ccccc1Oc1cc(OC)nc(N)n1 was read as NTR1 ag 3.2 and NTR1 ag cell count 20 µM 40.
For COc1ccc(NC(=O)COC(=O)c2cc(C)oc2C)cc1OC the results were NTR1 ag -1.6 and NTR1 ag cell count 20 µM 54.
Screening CCCC1CC(C(=O)Nc2ccccc2)C(=O)O1 (stereo unspecified) returned NTR1 ag -1.0 and NTR1 ag cell count 20 µM 61.
For CCCCOC(=O)c1ccc(NC(=O)CN2C(=O)NC3(CCCCCC3)C2=O)cc1 the results were NTR1 ag 7.8 and NTR1 ag cell count 20 µM 62.
Screening CCCn1c(SCC(=O)N(C)CC(=O)Nc2ccc(Cl)cc2)n[nH]c1=O returned NTR1 ag -0.4 and NTR1 ag cell count 20 µM 39.
Screening Fc1c(F)c(F)c(SCn2cc(Br)cn2)c(F)c1F returned NTR1 ag 1.0 and NTR1 ag cell count 20 µM 49.
Screening CCCC1C(=O)N2C(N(C)C)=Nc3ccc(C)cc3N2C1=O (stereo unspecified) returned NTR1 ag 1.2 and NTR1 ag cell count 20 µM 67.
For COc1ccc(NC(=O)COc2cc(C)cc(C)c2)cc1S(=O)(=O)N1CCCCC1 the results were NTR1 ag -0.8 and NTR1 ag cell count 20 µM 62.
`CC(C)NC(=O)N(C)C[C@H]1Oc2ccc(NC(=O)NC3CCCCC3)cc2C(=O)N([C@H](C)CO)C[C@@H]1C` gave NTR1 ag 0.3 and NTR1 ag cell count 20 µM 56.
Screening CCOC(=O)Nc1ccc2c(CN3CCN(S(=O)(=O)c4ccccc4F)CC3)cc(=O)oc2c1 returned NTR1 ag 0.3 and NTR1 ag cell count 20 µM 53.
`O=C(CNC(=O)c1ccc(Cl)cc1)NNC(=O)c1ccc(Br)cc1` gave NTR1 ag -1.1 and NTR1 ag cell count 20 µM 59.

Filtered by structure, those above with a COOH group
For COc1ccc(S(=O)(=O)c2ccccc2)cc1NS(=O)(=O)c1cccc(C(=O)O)c1 the results were NTR1 ag -0.6 and NTR1 ag cell count 20 µM 52.
`C#CCOCCOCCOCCNc1nc(N2CCN(C(=O)Cn3cc(CCCCN)nn3)CC2)nc(N2CCN(C(=O)[C@H](CCCCN)n3cc(CCC(=O)O)nn3)CC2)n1` gave NTR1 ag 0.2 and NTR1 ag cell count 20 µM 86.

Screening results from PubChem.
